CR mimetic SO – lowers age-related superoxide in aged yeast cells. S. cerevisiae aged cells, superoxide DHE fluorescence; hits give low values. superoxide response (% of plate mean), % at 10 µM. AID 2690. 330,000 compounds, 0.18% hits;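 active = superoxide response under a set limit, about three screen SD below normal, cut at about 65% in these data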;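 note: yeast aged for seven days with compound at 30 °C before DHE staining; 100% = average MFI of all compound-treated wells on the plate with controls excluded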
LAP4 TOR yeast – alters LAP4-GFP fluorescence in TOR pathway yeast screen. S. cerevisiae LAP4-GFP multiplex, flow cytometry GFP, 3 h; median GFP as percent of DMSO wells. GFP response vs DMSO, % at 10 µM. 320,000 compounds, 0.34% hits. AID 2023;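 active = GFP response vs DMSO above a set limit, about the screen mean plus 3 SD, cut at about 150% in these data; inconclusive = under 70 cell events counted for the yeast strain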
RPL19A-GFP yeast – modulators of TOR pathway RPL19A-GFP in S. cerevisiae. S. cerevisiae RPL19A-GFP strain, flow cytometry, 3 h; hits give low values. 330,000 compounds, 0.3% hits. percent response vs DMSO, % at 10 µM. AID 2025;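 active = percent response vs DMSO below 50%; inconclusive = fewer than 70 events counted for the yeast strain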;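 note: median channel GFP fluorescence of the barcoded RPL19A-GFP strain; ratio of sample median GFP to plate DMSO average so 100% = DMSO; lower means less RPL19A-GFP as with rapamycin TOR inhibition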
JMJD2C inh – blocks human GASC-1 demethylase activity; Q9H3R0; 330,000 compounds, 0.069% hits; inhibition, % at 2.35 µM; GST-JMJD2C(1-420) H3K9me3 demethylation, DELFIA europium;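 active = more than half of a compound's replicate wells show inhibition beyond 50%, single wells judged on their own value; inconclusive = some, but no more than half, of replicates pass 50% inhibition; inactive = no replicate passes 50% inhibition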;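 note: signal counts dimethyl H3K9 product captured on neutravidin plate; 0% = median of DMSO wells and 100% = 0.3 times that DMSO median; strong numbers were not always called active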
proCasp3 act – procaspase-3 (human) activation; P42574; recombinant procaspase-3 D3A, Ac-DEVD-pNA absorbance 405 nm; activation, % at 8.5 µM; 330,000 compounds, 0.11% hits; AID 463141;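 active = activation above the mean of all tested compounds plus 3 SD, cut at about 21% in these data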;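 note: 0% = DMSO alone and 100% = DMSO wells spiked with extra 5 µM PC-3 D3A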
Target sequence (P42574 whole entry D9A/D28A/D175A): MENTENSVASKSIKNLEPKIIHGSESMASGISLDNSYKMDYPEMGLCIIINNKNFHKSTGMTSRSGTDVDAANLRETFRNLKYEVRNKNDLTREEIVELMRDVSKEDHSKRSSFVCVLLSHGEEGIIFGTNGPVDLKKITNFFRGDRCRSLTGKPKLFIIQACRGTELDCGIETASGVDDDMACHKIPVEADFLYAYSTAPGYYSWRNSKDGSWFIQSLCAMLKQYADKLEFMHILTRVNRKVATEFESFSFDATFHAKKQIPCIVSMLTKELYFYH
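assay system = Procaspase-3 D3A mutant | signal = absorbance at 405 nm, 0 and 120 min | times = 1 h preincubation plus 2 h reaction at 25 °C | repeats = single replicate | read-out = % activation between DMSO and enzyme-spiked controls | medium = Zinc-free HEPES saline buffer with Triton X-100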
procasp7 counter – counter-screen: procaspase-7 (human) activation; recombinant procaspase-7, Ac-DEVD-pNA absorbance 405 nm; D23A/D198A/D206A triple mutant, cannot self-cleave; scale: DMSO 0, 5 µM enzyme 100; P55210; AID 463210; 330,000 compounds, 0.093% hits; activation, % at 8.5 µM;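 active = percent activation above the screen-wide mean plus 3 SD, cut at about 25% in these data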
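Assay system – Uncleavable procaspase-7 mutant enzyme · Quantity – 2 µM procaspase-7 mutant as dispensed · Times – 1 h preincubation, 2 h reaction · Dosing – single nominal 8.5 µM compound dose, 0.8% DMSO final · Buffer or medium – Zinc-free 50 mM HEPES buffer, pH 7.4, with NaCl and Triton X-100 · Detection – Epi-absorbance of released pNA at 405 nm, two timepoints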
MEP2 TOR yeast – yeast TOR pathway MEP2-GFP modulation | S. cerevisiae MEP2-GFP strain, flow cytometry GFP, 3 h; 100% = DMSO control level | GFP response vs DMSO, % at 10 µM | AID 2016 | 330,000 compounds, 0.51% hits;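 active = GFP response versus DMSO above a set limit, roughly screen mean plus 3 SD, cut at about 180% in these data; inconclusive = fewer than 70 cells counted for a yeast strain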;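 note: median GFP fluorescence of the barcode-gated MEP2-GFP cells per well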
AHR act – activators of human aryl hydrocarbon receptor | AHR-responsive luciferase reporter cells, luminescence | activation, % at 5 µM | 320,000 compounds, 2.5% hits | AID 2796; in the data active = activation above about 47%;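 note: 0% = vehicle wells and 100% = reference agonist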
Target sequence (P35869 whole entry, looked up): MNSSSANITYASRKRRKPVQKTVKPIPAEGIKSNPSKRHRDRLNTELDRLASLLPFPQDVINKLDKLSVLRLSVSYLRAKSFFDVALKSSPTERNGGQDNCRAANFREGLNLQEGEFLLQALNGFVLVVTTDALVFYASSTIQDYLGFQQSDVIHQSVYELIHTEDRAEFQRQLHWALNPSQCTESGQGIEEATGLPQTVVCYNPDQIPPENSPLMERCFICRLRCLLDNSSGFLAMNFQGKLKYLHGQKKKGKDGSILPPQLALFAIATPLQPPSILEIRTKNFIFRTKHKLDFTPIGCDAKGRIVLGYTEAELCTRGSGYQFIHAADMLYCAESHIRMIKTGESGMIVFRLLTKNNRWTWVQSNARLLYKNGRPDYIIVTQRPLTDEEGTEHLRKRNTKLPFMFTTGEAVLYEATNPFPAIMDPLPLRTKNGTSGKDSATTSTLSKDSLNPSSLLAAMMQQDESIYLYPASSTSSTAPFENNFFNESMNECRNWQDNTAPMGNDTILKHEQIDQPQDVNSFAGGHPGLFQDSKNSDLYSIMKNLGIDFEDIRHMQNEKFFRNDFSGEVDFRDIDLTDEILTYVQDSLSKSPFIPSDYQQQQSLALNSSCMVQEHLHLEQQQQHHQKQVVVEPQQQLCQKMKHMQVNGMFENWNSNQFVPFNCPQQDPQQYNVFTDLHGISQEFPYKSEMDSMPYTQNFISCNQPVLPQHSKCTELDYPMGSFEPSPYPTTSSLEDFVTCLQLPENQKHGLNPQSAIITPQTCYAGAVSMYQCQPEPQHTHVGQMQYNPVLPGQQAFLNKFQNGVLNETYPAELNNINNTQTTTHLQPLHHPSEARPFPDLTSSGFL
Numbers without * were called inactive; ? = inconclusive; · = not tested or not shown; [ ] = another dose, or the depositor's remark.

Values run as follows: CR mimetic SO	LAP4 TOR yeast	RPL19A-GFP yeast	JMJD2C inh	proCasp3 act	procasp7 counter	MEP2 TOR yeast	AHR act
1: CC(=O)N1c2ccccc2NC2=C(C(=O)CCC2)C1c1ccc(F)cc1 (centres undefined)
→ 109.1	93.2	97.7	-6.4	-2.9	5.9	102.8	-1.3
2: CNS(=O)(=O)c1cc(NC(=O)CCCNC(=O)c2ccc(Cl)cc2)ccc1C
→ 87.8	99.0	86.8	0.3	4.3	-5.2	101.6	2.2
3: O=C(CSc1nnc(-c2ccccc2O)o1)N1CCc2ccccc2C1
→ 86.1	111.1	105.5	-13.0	2.0	1.9	107.4	13.2
4: Cc1ccc(S(=O)(=O)N2CCC(C(=O)NCC3CCCCC3)CC2)cc1
→ 100.7	113.2	103.8	-1.7	3.7	2.2	106.3	-0.5
5: Cc1ccccc1N1CC(C(=O)Nc2ccc(S(=O)(=O)N3CCCC3)cc2)CC1=O (centres undefined)
→ 99.3	105.1	96.2	-5.2	-5.9	13.4	103.7	-0.8
6: COc1cccc(C2=CC(c3cc(OC)ccc3OC)n3nnnc3N2)c1 (centres undefined)
→ 109.6	103.7	98.8	-10.5	-4.0	-2.6	114.2	17.6
7: Cc1ccccc1-c1nc(CN2CCC(C(=O)NCCCN3CCOCC3)CC2)c(C)o1
→ 106.8	98.7	96.5	-10.1	9.4	4.2	96.2	-0.7
8: CCNc1nc(Oc2ccc(Cl)cc2Cl)cc(C(F)(F)F)n1
→ 106.5	103.5	104.0	-2.7	-1.9	-1.8	106.5	-0.3
9: COC(=O)c1c(C)[nH]c(C(=O)OC(C)C(=O)N2CCOCC2)c1C (centres undefined)
→ 99.0	122.1	97.4	5.3	-3.5	5.2	105.0	1.0
10: COc1cnc(-c2ccccn2)nc1Sc1c(Cl)cccc1Cl
→ 101.7	94.5	96.7	-3.9	-3.0	2.6	96.6	1.9
11: CCOC(=O)N1CCN(C(=O)c2cc(-c3ccncc3)nc3ccccc23)CC1
→ 103.9	99.1	98.7	1.0	-2.5	5.3	94.1	13.2
12: COc1ccc(C(CNC(=O)/C=C/c2c(Cl)nc3ccccn23)N(C)C)cc1 (centres undefined)
→ 92.5	99.7	95.8	-1.3	-11.5	9.1	99.8	0.9
13: CCOc1ccccc1CN1CCN(Cc2csc(C(C)=O)c2)CC1CCO (centres undefined)
→ 106.5	127.2	101.7	-32.0	6.6	-6.6	106.0	6.2
14: O=C1C2CCCN2C(=O)N1CCN1CCN(c2ccccc2)CC1 (centres undefined)
→ 106.4	102.7	101.0	-54.1	2.6	-5.1	104.9	0.0
15: O=C1C2CCCN2C(c2cccc(F)c2)N1c1cccc(Cl)c1 (centres undefined)
→ 98.1	95.7	98.4	6.7	6.4	-2.1	98.6	0.2
16: COc1ccc(NC(=O)c2nc3nccc(C)n3n2)cn1
→ 81.3	85.1	103.7	-19.2	-4.5	8.5	97.4	8.1
17: CC(=O)Nc1cc(-c2ccc(Cl)cc2)nn1-c1ccccc1
→ 101.9	105.4	95.2	5.4	4.9	5.3	105.6	-5.6
18: CC1CCN(CCOc2cc(Cl)ccc2Cl)CC1
→ 100.0	107.5	100.0	-8.8	2.1	9.0	103.8	6.4
19: O=C(NCC1OCCCN1S(=O)(=O)c1cc(F)ccc1F)C(=O)NC1CCCCCC1 (centres undefined)
→ 101.1	100.5	96.1	9.6	2.9	-0.9	100.2	-0.1
20: CCc1ccccc1NC(=O)CC1S/C(=N\c2nccs2)N(CC)C1=O (centres undefined)
→ 92.8	99.0	100.3	-6.7	5.8	5.1	99.7	4.8
21: COc1cc2c(cc1OC)CN(C(=O)/C=C/c1ccc(F)cc1)CC2
→ 100.5	120.5	99.2	-22.9	-2.8	0.2	100.6	-0.7
22: COc1ccc(C(=O)NCCn2cc(SCC(=O)Nc3cc(C)on3)c3ccccc32)cc1OC
→ 92.2	96.6	100.6	8.8	-3.3	-9.7	98.4	11.0
23: COC(=O)CSc1nc2c(cnn2-c2ccc(F)cc2)c(=O)[nH]1
→ 101.7	80.1	102.8	3.7	0.9	6.4	106.5	0.8
24: CC(C)C1N=C2c3ccccc3N=C(SCc3cc(=O)n4cc(Cl)ccc4n3)N2C1=O (centres undefined)
→ 105.2	87.2	84.5	2.2	-4.4	10.6	80.1	-0.9
25: CCOc1ccc(NC(=O)C2CCN(S(C)(=O)=O)CC2)cc1
→ 102.3	81.3	95.6	-18.8	1.0	-1.9	101.4	33.8
26: O=C(NCC1CCCO1)C1CCC(=O)N1Cc1ccc(F)cc1 (centres undefined)
→ 118.0	99.4	95.9	-3.3	-4.0	-9.8	101.8	0.0
27: CC(C)(C)c1nc(SCC(=O)NNC(=O)c2ccccc2)c2ccccc2n1
→ 95.3	98.6	94.1	-8.1	1.9	-1.0	94.9	-1.0
28: CCCn1nc(C(=O)Nc2ccc(N3CCOCC3)cc2)c2ccccc2c1=O
→ 111.7	101.6	93.4	0.7	8.5	5.0	97.4	-0.4
29: CCOC(=O)C(=NCCCN1CCOCC1)NNc1cccc(C(F)(F)F)c1
→ 82.7	96.9	103.0	0.5	5.4	2.6	108.0	3.4
30: Cc1cccc(NC(=O)CNC(=O)COc2cccnc2[N+](=O)[O-])c1C
→ 78.8	93.1	97.2	-14.1	4.8	-3.6	96.0	2.5
31: CCC(C)NC(=O)/C=C/c1ccc(S(=O)(=O)NCc2ccco2)cc1 (centres undefined)
→ 114.5	94.8	95.4	-5.4	9.7	3.5	96.7	4.2
32: CS(=O)(=O)Nc1cccc(C2=NN(C(=O)c3cccc(F)c3)C(c3cccs3)C2)c1 (centres undefined)
→ 115.5	87.2	98.4	-11.4	-3.9	5.4	103.5	3.5
33: C=CCNCCOCCSc1ccc(Cl)cc1
→ 92.5	91.6	105.2	-16.9	-4.3	-2.1	88.2	0.6
34: Cc1c(C(=O)N2CCCCCC2)nnn1-c1nonc1N
→ 113.2	85.5[may fluoresce violet]	64.3[may fluoresce violet]	1.0	5.1	6.5	182.1*[may fluoresce violet]	11.7
35: COC(=O)c1ccc(COc2ccc(C=O)cc2)o1
→ 97.7	87.4	101.7	-7.8	-3.4	2.4	100.0	0.5
36: CC(=O)Nc1ccc(C(=O)CSc2nnnn2C(C)C)cc1
→ 102.1	94.1	94.9	10.5	4.5	1.9	94.8	0.5
37: Cc1cc(C)n(CCC(=O)N/N=C/c2ccc(O)cc2)n1
→ 100.8	79.3	89.8	-0.1	1.7	-3.0	83.6	3.1
38: CCOc1ccc(C(=O)NCC(C)CN(C)C)cc1OCC (centres undefined)
→ 101.2	87.1	93.7	1.4	5.8	-1.7	96.6	0.2
39: O=C(NCc1ccccn1)C(=O)NCC1OCCN1S(=O)(=O)c1ccc(Cl)cc1 (centres undefined)
→ 92.5	85.1	98.4	6.7	4.2	-1.1	85.1	4.6
40: CCOc1ccc(CCNC(=O)COC(=O)COc2ccc(Cl)cc2)cc1OCC
→ 92.1	102.9	98.2	-0.9	-1.6	-1.8	97.3	1.0
41: CCOc1ccccc1-n1c(SCC(=O)N2CCOCC2)nnc1-c1ccccn1
→ 97.9	87.6[may fluoresce violet]	95.9[may fluoresce violet]	-10.1	-5.2	0.5	?	1.0
42: COc1ccc(Cl)cc1C(=O)NC1=NCCS1
→ 100.7	102.3	99.2	0.7	3.9	3.9	95.6	17.6
43: CCC1(CC)C(=O)C2=C3C1[C@H](C(=O)OC)C=C(C(=O)OC)C[C@H]3[C@H]1C(=O)NC(=O)[C@H]1[C@H]2C (some centres undefined)
→ 97.9	110.3	102.8	9.1	4.8	4.3	91.3	0.4
44: c1ccc(NC2=NCCN2CC2CCCCCC2)cc1
→ 105.0	97.8	103.9	-3.3	5.4	-8.5	101.4	1.7
45: CCN(Cc1ccccc1)c1ccc(/C=C(\C#N)c2ccccn2)cc1
→ 95.9	91.6	102.3	12.3	-17.7	-25.0	85.6	86.4*
46: Cc1cc(C)cc(NC(=S)N2CCN(c3ncc(C(F)(F)F)cc3Cl)CC2)c1
→ 108.5	·	104.0	-0.3	-12.3	5.2	109.3	-3.7
47: C/C(=N\N=C1\NC(=O)C(CC(=O)Nc2ccccc2F)S1)C1CCCCC1 (centres undefined)
→ 93.8	95.1	102.6	4.0	3.2	-2.5	112.8	1.9
48: COc1cc(C(=O)NC(=S)Nc2ccc(N3CCCC3)cc2)cc(OC)c1OC
→ 107.9	106.3	108.0	1.5	-9.6	-14.6	107.4	24.4
49: O=C(CCNC(=O)c1ccccc1)OCC(=O)c1cccc(Cl)c1
→ 95.0	97.4	93.9	2.8	-6.6	1.2	97.0	4.6
50: N#Cc1cccc(C(=O)OCC(=O)NC(=O)NC2CCCCC2)c1
→ 101.7	103.0	98.3	-0.1	3.5	4.6	94.8	0.3
51: Nc1nc2ccccc2n1CCN1CCCC1
→ 84.3	107.0	100.8	21.8	5.3	0.1	106.1	0.9
52: COc1c(C)cc(C(=O)C2CCCN(C(=O)c3csc(C)n3)C2)cc1C (centres undefined)
→ 99.5	99.2	102.7	-8.4	7.9	2.0	112.9	3.5
53: COc1ccc(CCNc2cc(C)[nH]c(=O)c2)cc1OC
→ 111.1	92.5	105.1	-24.4	7.2	4.3	105.7	2.8
54: C=CCOc1ccc(/C(O)=C2\C(=O)C(=O)N(CCN(C)C)C2c2cccs2)cc1 (centres undefined)
→ 108.4	110.5	107.5	4.5	-17.7	-38.2	105.3	0.3
55: CC(C(=O)NC1C=CS(=O)(=O)C1)N1C(=O)/C(=C/c2ccc(Cl)cc2)SC1=S (centres undefined)
→ 110.0	101.1	96.7	0.3	-10.1	-6.8	100.5	-1.0
56: Cc1cc(C)c(NC(=S)N(CCN2CCCCC2)Cc2ccco2)c(C)c1
→ 101.5	96.6	101.9	187.5	1.9	-8.3	97.4	3.8
57: COC(=O)c1cc(Nc2cc(C)c3c(O)cccc3n2)cc(C(=O)OC)c1
→ 96.2	103.7	96.2	-6.2	-2.3	-1.1	100.5	-1.5
58: Cc1cc(NC(=O)c2cc(CC(C)C)on2)n(-c2ccccc2)n1
→ 81.6	81.5	96.6	-0.1	-12.1	-3.8	92.5	-1.5
59: Fc1cccc(Nc2nc3ccccc3n3cnnc23)c1
→ 105.3	99.3	100.6	3.6	3.5	8.6	104.9	23.1
60: CNC(=O)CSc1nc2[nH]ncc2c(=O)[nH]1
→ 86.7	86.6	102.8	-5.8	4.4	-12.1	96.3	-3.1

(cont.)
Values run as follows: CR mimetic SO	LAP4 TOR yeast	RPL19A-GFP yeast	JMJD2C inh	proCasp3 act	procasp7 counter	MEP2 TOR yeast	AHR act
61: CCOc1ccc(NC(=O)c2ccccc2NS(C)(=O)=O)cc1
→ 112.1	101.3	93.0	-1.3	-8.3	8.2	101.0	7.1
62: CC1(C)CC(=O)C=C(NCc2ccccc2)C1
→ 93.9	98.7	96.9	26.0	8.6	6.7	105.0	0.1
63: COc1ccc(N2C(=O)C3C4C=CC(C4)C3C2=O)c([N+](=O)[O-])c1 (centres undefined)
→ 88.0	93.7	97.2	4.6	1.9	12.0	95.1	1.2
64: O=C(CSc1ccc2ccccc2n1)NCc1ccc2c(c1)OCO2
→ 93.6	98.7	92.9	-13.4	-4.3	7.8	97.5	63.8*

Source: PubChem BioAssay

Compounds as they come; 3.8% or so of the library scored in one or more.
